Anthrax LF inh2 = anthrax lethal factor protease inhibition; AID 588501; inhibition, % at 10 µM; 0.12% of 360,000 active; P15917; multiplex microsphere protease cleavage assay, LF; note: plate controls were buffer without enzyme for full effect and enzyme alone for no effect
PfHsp40 rescue = rescue of PfHsp40-mediated yeast toxicity; S. cerevisiae expressing PfHsp40, growth rescue, ATP luminescence; growth rescue, % at 12.5 µM; 0.68% of 340,000 active; in the data active = growth rescue above about 28%, passing the limit was not always enough; inconclusive = no clear call, values can overlap the other calls;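 note: yeast W303a lacking pdr1 and pdr3 grown in galactose medium; growth measured after three days at 30 °C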
GDH-TPI counter = inhibits GDH-TPI coupling enzymes, artifact for Mtb FBA screen. GDH-TPI coupled enzyme counterscreen, NADH absorbance. inhibition, % at 4.8 µM. 1.2% of 360,000 active. AID 588335; in the data active = inhibition above about 30%;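 note: 0% = DMSO wells and 100% = wells lacking the enzyme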
BoNT F protease = inhibitors of Botulinum neurotoxin F light chain protease; Multiplex microsphere protease cleavage assay, flow cytometry; inhibition, % at 10 µM; 0.22% of 360,000 active; in the data active = inhibition above about 35%, passing the limit was not always enough; inconclusive = no clear call, values can overlap the other calls; note: plate controls were buffer without enzyme for full effect and enzyme alone for no effect
FadD28 FP inh = inhibitors of Mycobacterium tuberculosis FadD28 bisubstrate binding; 0.22% of 360,000 active; inhibition, % at 12.5 µM; FadD28 bisubstrate probe binding, fluorescence polarization; AID 588549; in the data active = inhibition above about 8.5%, passing the limit was not always enough; inconclusive = no clear call, values can overlap the other calls
BoNT A protease = inhibitors of Botulinum neurotoxin A light chain protease | multiplex microsphere protease substrate cleavage, flow cytometry | inhibition, % at 10 µM | 0.17% of 360,000 active | AID 588499; note: plate controls were buffer without enzyme for full effect and enzyme alone for no effect
Mtb UGM inh = blocks M. tuberculosis UGM enzyme | purified UGM, fluorescence polarization probe displacement | P9WIQ1 | 0.06% of 320,000 active | AID 504406 | inhibition, % at 10 µM; in the data active = inhibition above about 10%, passing the limit was not always enough; inconclusive = no clear call, values can overlap the other calls
Target sequence (P9WIQ1 whole entry, looked up): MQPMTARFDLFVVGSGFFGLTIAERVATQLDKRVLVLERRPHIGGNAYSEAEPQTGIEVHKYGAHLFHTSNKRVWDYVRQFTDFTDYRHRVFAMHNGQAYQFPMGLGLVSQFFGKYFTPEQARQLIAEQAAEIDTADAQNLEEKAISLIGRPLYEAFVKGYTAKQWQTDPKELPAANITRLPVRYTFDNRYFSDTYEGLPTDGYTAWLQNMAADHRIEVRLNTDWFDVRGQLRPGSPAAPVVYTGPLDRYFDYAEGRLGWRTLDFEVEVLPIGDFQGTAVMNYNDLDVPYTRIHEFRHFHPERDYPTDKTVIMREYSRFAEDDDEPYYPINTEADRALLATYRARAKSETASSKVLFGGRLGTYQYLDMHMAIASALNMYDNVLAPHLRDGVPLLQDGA
Mtb BioA inh = BioA (M. tuberculosis) enzyme inhibition. purified M. tuberculosis BioA enzyme, plate reader. inhibition, % at 9.99 µM. 0.096% of 360,000 active; in the data active = inhibition above about 40%; inconclusive = no clear call, values can overlap the other calls
FBA Mtb inh = inhibitors of M. tuberculosis fructose-bisphosphate aldolase. P9WQA3. purified M. tuberculosis FBA, fluorescence read-out. inhibition, % at 1 µM. 2.3% of 360,000 active; in the data active = inhibition above about 27%;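 note: 0% = vehicle and 100% = reference inhibitor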
Target sequence (P9WQA3 whole entry, looked up): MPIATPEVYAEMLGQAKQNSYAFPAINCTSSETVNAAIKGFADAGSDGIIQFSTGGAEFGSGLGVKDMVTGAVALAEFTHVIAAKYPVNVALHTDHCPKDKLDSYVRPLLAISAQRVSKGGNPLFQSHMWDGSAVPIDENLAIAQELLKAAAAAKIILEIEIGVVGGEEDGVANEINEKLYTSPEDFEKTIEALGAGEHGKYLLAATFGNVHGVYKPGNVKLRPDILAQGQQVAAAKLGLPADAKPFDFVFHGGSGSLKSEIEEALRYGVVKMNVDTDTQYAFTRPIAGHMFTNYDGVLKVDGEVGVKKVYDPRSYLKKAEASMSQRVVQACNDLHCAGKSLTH
Active calls of the source: *. Cut-off read from the data, not from the text of the source, unless noted: active = inhibition above about 30%; inconclusive = no clear call, values can overlap the other calls; inactive = below that.

`COc1cc(NC(=O)c2ccco2)c(OC)cc1NC(=O)CCC(=O)Nc1cccc(C)c1C` gave Anthrax LF inh2 -2, PfHsp40 rescue 0.5, GDH-TPI counter 20, BoNT F protease -4, FadD28 FP inh -1.2, BoNT A protease -0.5, Mtb UGM inh 0.1, Mtb BioA inh -1.6 and FBA Mtb inh -2.
Nc1nc(Nc2ccccc2)nc(N2CCCC2)c1[N+](=O)[O-] was read as Anthrax LF inh2 -17, PfHsp40 rescue 1.3, GDH-TPI counter 6, BoNT F protease 9, FadD28 FP inh -2.3, BoNT A protease 1.7, Mtb UGM inh 0.1, Mtb BioA inh 2.9 and FBA Mtb inh 2.
O=S(=O)(Nc1nc2ccccc2s1)c1ccc(Cl)nc1 was read as Anthrax LF inh2 -5, PfHsp40 rescue -3.1, GDH-TPI counter 1, BoNT F protease 0, FadD28 FP inh -0.4, BoNT A protease 0.1, Mtb UGM inh 3.0 and FBA Mtb inh 2.
For Cc1c(C(=O)N(C)Cc2ccccc2)oc2c(Cl)cccc12 the results were Anthrax LF inh2 2, PfHsp40 rescue -0.1, GDH-TPI counter 5, BoNT F protease -12, FadD28 FP inh -4.7, BoNT A protease -3.1, Mtb UGM inh -1.1, Mtb BioA inh -1.0 and FBA Mtb inh -2.
For COc1cccc(C(=O)NCC(=O)OCC(=O)Nc2ncc(Cl)cc2Cl)c1 the results were Anthrax LF inh2 1, PfHsp40 rescue -1.2, GDH-TPI counter -4, BoNT F protease 6, FadD28 FP inh -4.1, BoNT A protease 0.9, Mtb UGM inh 0.8 and FBA Mtb inh -4.
`COc1cc(C(=O)n2nc(C)cc2C)ccc1O` gave Anthrax LF inh2 -1, PfHsp40 rescue -0.3, GDH-TPI counter 19, BoNT F protease -9, FadD28 FP inh -2.0, BoNT A protease -0.5, Mtb UGM inh -0.5, Mtb BioA inh -3.6 and FBA Mtb inh 0.
`O=C(/C=C/c1ccccc1)OCCN=C1NS(=O)(=O)c2ccccc21` gave Anthrax LF inh2 -12, PfHsp40 rescue -0.3, GDH-TPI counter -1, BoNT F protease 24, FadD28 FP inh -3.0, BoNT A protease -0.1, Mtb UGM inh -0.4, Mtb BioA inh 3.1 and FBA Mtb inh 1.
Cc1ccc2ncnc(NCCCCCC(=O)O)c2c1 was read as Anthrax LF inh2 -14, PfHsp40 rescue 0.0, GDH-TPI counter 13, BoNT F protease -7, FadD28 FP inh -2.7, BoNT A protease 0.2, Mtb UGM inh -1.3, Mtb BioA inh -4.0 and FBA Mtb inh -2.
Screening Cc1ccc(C(=O)Nc2ccc(C(=O)N/N=C/c3ccccn3)cc2)cc1 returned Anthrax LF inh2 18, PfHsp40 rescue -0.7, GDH-TPI counter 14, BoNT F protease -14, FadD28 FP inh -2.6, BoNT A protease -1.1, Mtb UGM inh -0.3, Mtb BioA inh -2.5 and FBA Mtb inh 0.
CN(C)CCNC(=O)c1cccc(-c2cccc3nccn23)c1 was read as Anthrax LF inh2 -2, GDH-TPI counter 4, BoNT F protease 1, FadD28 FP inh 2.5, BoNT A protease 0.1, Mtb BioA inh -2.0 and FBA Mtb inh 13.
CCN(CC(=O)NCc1cccs1)C(=O)c1cc(S(=O)(=O)N2CCOCC2)ccc1C was read as Anthrax LF inh2 -2, PfHsp40 rescue 0.0, GDH-TPI counter 2, BoNT F protease -12, FadD28 FP inh -0.5, BoNT A protease -1.3, Mtb UGM inh -1.2, Mtb BioA inh -2.3 and FBA Mtb inh -2.
COc1ccc(S(=O)(=O)Nc2ccc(C(N)=O)cc2)cc1C(=O)N1CCCCCC1 was read as Anthrax LF inh2 -4, PfHsp40 rescue -1.5, GDH-TPI counter 13, BoNT F protease -11, FadD28 FP inh -2.4, BoNT A protease -2.5, Mtb UGM inh -0.6, Mtb BioA inh -1.0 and FBA Mtb inh 0.
For Cc1onc(-c2ccccc2)c1C(=O)N(CC(C)C)c1c(N)n(CC(C)C)c(=O)[nH]c1=O the results were Anthrax LF inh2 -1, PfHsp40 rescue 0.8, GDH-TPI counter 3, BoNT F protease -2, FadD28 FP inh -1.7, BoNT A protease 0.7, Mtb UGM inh -2.0, Mtb BioA inh -1.4 and FBA Mtb inh 0.
For Cc1cccc(NC(=O)CN2C(=S)NC(C)(C)CC2C)c1 (configuration not stated) the results were Anthrax LF inh2 -7, PfHsp40 rescue 0.8, GDH-TPI counter 6, BoNT F protease -8, FadD28 FP inh -1.4, BoNT A protease -1.8, Mtb UGM inh -0.1, Mtb BioA inh -0.5 and FBA Mtb inh 0.
For NC(=O)CC(NC(=O)c1ccc(Br)cc1)c1ccc(N2CCCCCCC2)c([N+](=O)[O-])c1 (configuration not stated) the results were Anthrax LF inh2 -3, PfHsp40 rescue 4.7, GDH-TPI counter 12, BoNT F protease -10, FadD28 FP inh -1.2, BoNT A protease -0.2, Mtb UGM inh -1.3, Mtb BioA inh -0.9 and FBA Mtb inh -4.
Screening CC1CCCN(C/C=C/c2ccccc2[N+](=O)[O-])C1 (configuration not stated) returned Anthrax LF inh2 -4, PfHsp40 rescue -0.7, GDH-TPI counter 6, BoNT F protease 0, FadD28 FP inh -3.2, BoNT A protease 1.4, Mtb UGM inh 1.0 and FBA Mtb inh -1.
Screening CC(=O)Nc1n[nH]c(-c2ccc(C)cc2)c1C returned Anthrax LF inh2 2, PfHsp40 rescue 0.3, GDH-TPI counter -6, BoNT F protease 1, FadD28 FP inh -4.1, BoNT A protease 0.6, Mtb UGM inh 4.1 and FBA Mtb inh 2.
O=[N+]([O-])c1cccc(Cl)c1CSc1ccccn1 was read as Anthrax LF inh2 1, PfHsp40 rescue 1.2, GDH-TPI counter 3, BoNT F protease 2, FadD28 FP inh -2.1, BoNT A protease -0.3, Mtb UGM inh -1.1 and FBA Mtb inh -8.
For COc1cccc(CN(C)C(=O)c2ccc(NC(=O)CC3SC(N4CCCCC4)=NC3=O)cc2)c1OC (configuration not stated) the results were Anthrax LF inh2 -4, PfHsp40 rescue -0.9, GDH-TPI counter -7, BoNT F protease -13, FadD28 FP inh -1.9, BoNT A protease -0.1, Mtb BioA inh -0.7 and FBA Mtb inh -2.
Screening COc1ccc2cc(C(N)=O)c(=Nc3ccc(C)cc3)oc2c1 returned Anthrax LF inh2 -5, PfHsp40 rescue 17, GDH-TPI counter 1, BoNT F protease 0, FadD28 FP inh -2.6, BoNT A protease -0.8, Mtb UGM inh -0.1 and FBA Mtb inh 35*.
For Cc1cc(C)n2c(Br)c(CSc3nc4ccccc4s3)nc2n1 the results were Anthrax LF inh2 -2, PfHsp40 rescue 0.0, GDH-TPI counter 2, BoNT F protease -3, FadD28 FP inh -3.9, BoNT A protease 1.3, Mtb UGM inh 0.9, Mtb BioA inh 5.5 and FBA Mtb inh 6.
Screening O=C(c1cc(Br)ccc1Cl)N1CCCC1 returned Anthrax LF inh2 1, PfHsp40 rescue -0.5, GDH-TPI counter 1, BoNT F protease -3, FadD28 FP inh -1.4, BoNT A protease -1.0, Mtb UGM inh 2.2 and FBA Mtb inh 0.
Screening COC(=O)C(O)(CC(=O)Nc1cc(Cl)ccc1Cl)C(F)(F)F (configuration not stated) returned Anthrax LF inh2 4, PfHsp40 rescue -1.0, GDH-TPI counter -10, BoNT F protease 1, FadD28 FP inh -0.1, BoNT A protease 0.2, Mtb UGM inh -0.4, Mtb BioA inh -0.6 and FBA Mtb inh -1.
Screening Cc1ccc2sc(N(CCCN(C)C)C(=O)c3ccc(S(=O)(=O)N4CCOCC4)cc3)nc2c1C returned Anthrax LF inh2 0, PfHsp40 rescue 0.1, GDH-TPI counter -8, BoNT F protease 5, FadD28 FP inh -1.4, BoNT A protease -0.1, Mtb UGM inh -0.1, Mtb BioA inh -0.7 and FBA Mtb inh 3.
For CSCCC(NS(=O)(=O)c1ccccc1F)C(=O)N1CCCCCCC1 (configuration not stated) the results were Anthrax LF inh2 -3, PfHsp40 rescue 1.9, GDH-TPI counter -4, BoNT F protease -12, FadD28 FP inh -1.5, BoNT A protease -2.1, Mtb UGM inh 2.9, Mtb BioA inh 0.8 and FBA Mtb inh 0.
CC(C)(C)c1ccc(Cn2nnc3c(=O)[nH]c(C4CCCN(C(=O)Cc5cccs5)C4)nc32)cc1 (configuration not stated) was read as Anthrax LF inh2 -3, PfHsp40 rescue 2.3, GDH-TPI counter 9, BoNT F protease 0, FadD28 FP inh 0.5, BoNT A protease 1.3, Mtb UGM inh 0.1, Mtb BioA inh 1.1 and FBA Mtb inh 1.
Cc1cn(CC(=O)NCc2ccc(N(C)C)cc2)c(=O)[nH]c1=O was read as Anthrax LF inh2 -6, PfHsp40 rescue -1.5, GDH-TPI counter -13, BoNT F protease -3, FadD28 FP inh -3.2, BoNT A protease -0.4, Mtb BioA inh -1.9 and FBA Mtb inh 1.
`Cc1ccc(NC(=O)CN(C)C(=O)CSc2nc(C)cs2)cc1` gave Anthrax LF inh2 -6, PfHsp40 rescue -0.2, GDH-TPI counter 1, BoNT F protease -1, FadD28 FP inh -1.1, BoNT A protease -1.0, Mtb UGM inh -0.5 and FBA Mtb inh 0.
Screening COc1ccc(S(=O)(=O)N2CCN(C(=O)CCNC(=O)c3ccccc3Cl)CC2)cc1 returned Anthrax LF inh2 -17, PfHsp40 rescue 0.6, GDH-TPI counter -5, BoNT F protease -3, FadD28 FP inh -0.4, BoNT A protease 0.5, Mtb UGM inh 0.2, Mtb BioA inh 1.5 and FBA Mtb inh 2.
Screening COc1ccc(C(=O)/C=C/C(=O)N(CC(=O)NC2CCCCC2)CC2CCCO2)c(O)c1 (configuration not stated) returned Anthrax LF inh2 7, PfHsp40 rescue 5.5, GDH-TPI counter -3, BoNT F protease 1, FadD28 FP inh -2.7, BoNT A protease -0.1, Mtb UGM inh -0.9 and FBA Mtb inh 1.
COc1cccc(OC)c1C(=O)Nc1c(C(=O)N2CCN(c3ccccn3)CC2)oc2ccccc12 was read as Anthrax LF inh2 0, PfHsp40 rescue -0.1, GDH-TPI counter 13, BoNT F protease -7, FadD28 FP inh -0.4, BoNT A protease -2.6, Mtb UGM inh 3.0, Mtb BioA inh -1.9 and FBA Mtb inh 3.
For COc1ccc(N2CC(C)Cn3c2nc2c3c(=O)n(Cc3ccccc3)c(=O)n2C)c(OC)c1 (configuration not stated) the results were Anthrax LF inh2 -11, PfHsp40 rescue 0.4, GDH-TPI counter -3, BoNT F protease 7, FadD28 FP inh -0.5, BoNT A protease -0.6, Mtb UGM inh -2.5, Mtb BioA inh -0.1 and FBA Mtb inh 6.
O=C(Nc1ccc(C(F)(F)F)cc1)c1cccnc1N1CCOCC1 was read as Anthrax LF inh2 2, PfHsp40 rescue -0.3, GDH-TPI counter 7, BoNT F protease 5, FadD28 FP inh 0.9, BoNT A protease inconclusive, Mtb UGM inh -1.4 and FBA Mtb inh -3.
O=C(N/N=C/c1ccc(-c2cccc([N+](=O)[O-])c2)o1)c1ccccc1O was read as Anthrax LF inh2 6, PfHsp40 rescue 1.8, GDH-TPI counter 18, BoNT F protease -4, FadD28 FP inh -2.4, BoNT A protease 0.7, Mtb UGM inh -0.4 and FBA Mtb inh -2.

A portion of the results above:
For COc1ccc(N2CC(C)Cn3c2nc2c3c(=O)n(Cc3ccccc3)c(=O)n2C)c(OC)c1 (configuration not stated) the results were Anthrax LF inh2 -11, PfHsp40 rescue 0.4, GDH-TPI counter -3, BoNT F protease 7, FadD28 FP inh -0.5, BoNT A protease -0.6, Mtb UGM inh -2.5, Mtb BioA inh -0.1 and FBA Mtb inh 6.
O=C(Nc1ccc(C(F)(F)F)cc1)c1cccnc1N1CCOCC1 was read as Anthrax LF inh2 2, PfHsp40 rescue -0.3, GDH-TPI counter 7, BoNT F protease 5, FadD28 FP inh 0.9, BoNT A protease inconclusive, Mtb UGM inh -1.4 and FBA Mtb inh -3.
O=C(N/N=C/c1ccc(-c2cccc([N+](=O)[O-])c2)o1)c1ccccc1O was read as Anthrax LF inh2 6, PfHsp40 rescue 1.8, GDH-TPI counter 18, BoNT F protease -4, FadD28 FP inh -2.4, BoNT A protease 0.7, Mtb UGM inh -0.4 and FBA Mtb inh -2.

Bioassay records: PubChem BioAssay, several laboratories
